# High-throughput results from PubChem.
# AP complement – orthogonal test for alternative complement pathway inhibitors; Human serum alternative complement pathway, LPS-coated ELISA, C3 deposition; tested in compound mixtures; inhibition, % at 5 µM; hit rate 0.08% among 62,000;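 active means inhibition above 30% in each of the two pooled mixtures holding the compound, so the lower value exceeds 30%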;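 further: 0% = serum in Mg-EGTA without compound and 100% = EDTA serum blank; some compounds past the cut are filed as inactive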
#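 Assay system: Human serum alternative complement pathway, C3 deposition on LPS-coated wells | Incubation: 1 h serum-compound exposure at 37 °C | Doses: 5 µM per compound in ten-compound mixtures | Read-out: Percent inhibition | Technique: ELISA with HRP anti-human C3 antibody, TMB substrate, absorbance 450 nm | Replication: Two pool placements per compound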
# CatB mix inh – inhibitors of human cathepsin B in compound mixtures. P07858. Purified cathepsin B, AMC dipeptide fluorescence. inhibition, %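 (ten-compound pools at 5 µM per compound and 50 µM total)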. hit rate 0.06% among 62,000; in the data active means inhibition above about 22%, passing the limit was not always enough;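 further: 0% = enzyme without compound and 100% = no enzyme blank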
# PKA inh – blocks human protein kinase A activity | P17612 | PKA Kemptide phosphorylation, Kinase-Glo ATP luminescence | inhibition, % at 6 µM | hit rate 0.1% among 65,000;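 active means inhibition above the screen-wide mean inhibition plus 3 SD, cut at about 21% in these data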; further: many of its hits are not listed in these tables
# RORA act – activates the human nuclear receptor RORA. activation, % at 10 µM. hit rate 1.5% among 65,000. P35398. CHO-K1 Gal4-RORA LBD luciferase reporter, luminescence; percent increase over mock-subtracted basal signal;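 active means activation above the mean of all tested compounds plus 3 SD, cut at about 49% in these data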;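 further: 0% = DMSO-treated RORA cells and 100% = added signal equal to DMSO minus mock-transfected cells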
# CatS block – blocks human cathepsin S protease activity | inhibition, %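 (tested at 5 µM per compound within 10-compound mixtures)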 | recombinant cathepsin S, AMC dipeptide fluorescence, pooled mixtures | AID 501 | P25774 | hit rate 0.06% among 62,000; in the data active means inhibition above about 32%, passing the limit was not always enough;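 further: 0% = enzyme without compound and 100% = blank without enzyme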
# JNK3 blocker – JNK3 (human) kinase inhibition; P53779; purified JNK3 kinase activity, HTS; inhibition, % at 8 µM; hit rate 0.61% among 60,000; AID 746; in the data active means inhibition above about 17%;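 further: 0% = DMSO and 100% = reference inhibitor; many of its hits are not listed in these tables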
# ROCK2 blocker – blocks human Rho kinase 2 activity; inhibition, % at 6 µM; hit rate 0.35% among 60,000; purified ROCK2, Kinase-Glo ATP depletion luminescence; O75116;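 active means inhibition above the screen-wide mean inhibition plus 3 SD, cut at about 18% in these data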;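 further: plate controls were DMSO wells for no effect and Y-27632 control wells after no-enzyme background subtraction for full effect; many of its hits are not listed in these tables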
# CatB block – blocks human cathepsin B protease activity; AID 453; hit rate 0.1% among 63,000; purified cathepsin B, fluorogenic substrate, fluorescence; inhibition, %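 (tested at 10 µM)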; P07858; in the data active means inhibition above about 21%;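 further: 0% = enzyme with no compound and 100% = no enzyme blank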
# Ec RNAP inh – Escherichia coli RNA polymerase inhibition; E. coli RNA polymerase, fluorescence transcription assay; inhibition, %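 (tested at 10 µM)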; hit rate 0.2% among 62,000; AID 559; in the data active means inhibition above about 20%;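 further: 0% = enzyme without compound and 100% = no enzyme blank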
# Target sequence (P0A8V2 whole entry, looked up): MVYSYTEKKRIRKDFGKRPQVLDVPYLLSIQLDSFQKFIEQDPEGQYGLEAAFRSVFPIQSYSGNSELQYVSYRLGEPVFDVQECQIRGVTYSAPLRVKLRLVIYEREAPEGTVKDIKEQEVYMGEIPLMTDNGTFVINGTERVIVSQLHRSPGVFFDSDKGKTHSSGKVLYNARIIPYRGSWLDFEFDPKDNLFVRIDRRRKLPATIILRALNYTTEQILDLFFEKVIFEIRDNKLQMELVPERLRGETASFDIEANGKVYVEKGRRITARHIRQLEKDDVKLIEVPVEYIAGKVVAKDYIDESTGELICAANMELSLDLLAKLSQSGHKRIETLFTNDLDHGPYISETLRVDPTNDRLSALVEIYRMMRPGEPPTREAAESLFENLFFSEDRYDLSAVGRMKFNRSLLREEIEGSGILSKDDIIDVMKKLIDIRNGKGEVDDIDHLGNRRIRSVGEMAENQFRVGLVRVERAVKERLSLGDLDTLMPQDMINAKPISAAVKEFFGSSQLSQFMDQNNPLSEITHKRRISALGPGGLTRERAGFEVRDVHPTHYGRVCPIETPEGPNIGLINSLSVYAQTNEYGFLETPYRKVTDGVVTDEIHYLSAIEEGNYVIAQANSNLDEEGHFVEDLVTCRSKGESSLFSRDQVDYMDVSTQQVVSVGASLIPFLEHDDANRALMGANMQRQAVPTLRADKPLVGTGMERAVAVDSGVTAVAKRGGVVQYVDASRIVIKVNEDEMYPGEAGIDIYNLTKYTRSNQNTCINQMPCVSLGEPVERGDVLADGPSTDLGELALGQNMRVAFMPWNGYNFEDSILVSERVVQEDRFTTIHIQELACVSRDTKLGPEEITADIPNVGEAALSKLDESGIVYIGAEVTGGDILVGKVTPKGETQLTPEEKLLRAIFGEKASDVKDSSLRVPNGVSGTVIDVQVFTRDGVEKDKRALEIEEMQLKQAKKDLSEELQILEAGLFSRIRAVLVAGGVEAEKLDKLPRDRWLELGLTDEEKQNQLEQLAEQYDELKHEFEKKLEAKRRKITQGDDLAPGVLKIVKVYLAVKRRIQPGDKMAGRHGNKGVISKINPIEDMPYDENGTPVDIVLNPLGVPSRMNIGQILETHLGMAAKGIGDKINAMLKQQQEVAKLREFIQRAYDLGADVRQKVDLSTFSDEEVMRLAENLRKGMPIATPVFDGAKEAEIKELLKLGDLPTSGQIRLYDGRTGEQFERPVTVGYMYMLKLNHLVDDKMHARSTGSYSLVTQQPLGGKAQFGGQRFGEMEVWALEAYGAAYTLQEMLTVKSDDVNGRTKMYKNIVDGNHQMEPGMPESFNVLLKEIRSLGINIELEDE
# * = called active by the depositor; . = no result given.
SMILES,AP complement,CatB mix inh,PKA inh,RORA act,CatS block,JNK3 blocker,ROCK2 blocker,CatB block,Ec RNAP inh
Cc1cccc(OCCCCc2c(C)n[nH]c2C)c1,6.4,-15.6,9.1,0.8,-16.5,5.5,6.5,0.9,5.7
CCOc1ccc2[nH]c(=O)c(CN(Cc3ccco3)Cc3nnnn3Cc3ccccc3)cc2c1,19.5,4.0,8.6,-18.5,-2.7,4.6,0.1,-0.6,-1.3
COc1c(C)cc(Br)cc1C(=O)Nc1ccc(N2CCN(S(C)(=O)=O)CC2)cc1,17.7,6.6,-1.6,5.4,-6.3,5.7,-0.8,-3.6,6.3
COC(=O)CN1C(=O)C2(OCCCO2)c2ccccc21,-5.5,7.6,4.6,-16.8,13.2,-2.0,-0.7,7.3,-1.9
COc1ccc(N2C(=O)CC(N3CCC(O)(c4cccc(C(F)(F)F)c4)CC3)C2=O)cc1 (stereo not given),15.4,4.0,6.2,-19.7,3.9,-1.2,8.2,-2.3,3.7
COCCN(C(=O)Nc1ccccc1)C(C)c1cccnc1 (stereo not given),-9.0,5.9,2.0,-2.3,7.2,2.8,-5.9,10.5,1.4
CCOC(=O)c1cnc2ccc(C(=O)OC)cc2c1NCCN1CCOCC1,19.3,2.5,-1.8,-15.1,7.9,5.5,-0.7,-0.8,5.6
CN(C)S(=O)(=O)c1ccc(C(=O)Nc2ccccn2)cc1,7.4,3.0,1.9,-9.3,8.9,3.1,1.3,1.3,6.1
CCOC(=O)N1CCN(C(=O)CSc2nnc(-c3ccc(C(C)(C)C)cc3)o2)CC1,20.0,4.0,10.7,-6.4,-1.5,-2.8,5.2,1.2,4.5
O=C(c1ccccc1)c1ccc(C(=O)N2CCOCC2)cc1,8.2,4.8,2.6,8.7,5.6,5.4,4.0,2.1,1.6
Cc1ccc(Cl)cc1NC(=O)COC(=O)C1CCCC1,3.9,0.6,7.1,-1.2,11.6,.,.,6.9,12.0
C=CCNc1nnc(C)c2ccccc12,-2.9,3.5,11.8,15.4,3.4,-3.3,6.8,1.2,8.0
O=c1c2c(nc3n1CCCCC3)sc1c(O)cccc12,13.4,5.7,-3.8,-36.5,-0.3,19.3*,-5.9,1.7,0.7
CCOC(=O)N1CCC(N2C(=O)c3ccccc3C2Nc2cccnc2)CC1 (stereo not given),15.7,10.8,0.9,-3.4,-3.6,2.7,2.3,7.6,2.4
COc1ccccc1-c1ccc(=O)n(CC(=O)NCc2ccc3c(c2)OCO3)n1,-2.8,7.3,2.8,-8.9,17.2,-1.1,2.3,-0.3,9.1
O=C(CN1CCN(c2ccccn2)CC1)N(c1ccccc1)c1ccc2ccccc2c1,23.3,4.9,7.8,12.5,-6.5,.,.,-1.3,-0.3
CN(Cc1ccc(-n2cccn2)cc1)C(=O)c1cnn2c1NC(c1ccco1)CC2C(F)(F)F (stereo not given),-1.0,3.1,7.4,-18.3,6.8,1.2,3.2,-0.6,-0.2
COc1ccc2c(c1)n([O-])c1c([n+]2=O)CCC1,1.6,2.2,4.0,-8.5,0.9,-1.0,5.1,1.0,11.9
Cc1ccc(C)c(C(=O)CN2C(=O)CCC2=O)c1,14.4,3.0,6.4,10.5,-3.2,-2.4,4.4,1.6,2.4
COc1ccc(-n2c(/C=C(\C)O)nc(=O)c3c(C)cc(C)nc32)cc1,5.0,0.7,-4.2,12.4,15.2,-2.0,0.6,3.8,0.6
COC(=O)c1ccccc1NC(=O)C1CCCN(S(=O)(=O)c2ccccc2)C1 (stereo not given),30.4,0.2,6.1,1.1,-10.1,11.1,10.7,0.2,3.8
Brc1cccc(-c2cnc3n2CCCCC3)c1,-0.7,3.3,3.4,-9.5,7.9,2.7,-0.2,1.2,7.7
CCOC(=O)c1c(NC(=O)CC)sc(C(C)=O)c1C,.,.,7.8,11.0,.,9.7,5.6,.,.
COc1ccc(-n2c(C)cc(C(=O)CSc3nnc(-c4cccs4)o3)c2C)cc1,13.9,1.7,4.8,-16.9,-0.5,0.6,0.3,2.9,4.8
COCCNC(=O)c1cc(-c2ccc(OC)c(OC)c2)on1,13.8,-1.6,-5.8,-5.6,-7.3,-4.6,-3.3,-1.4,-0.9
# Other results follow.
SMILES,AP complement,CatB mix inh,PKA inh,RORA act,CatS block,JNK3 blocker,ROCK2 blocker,CatB block,Ec RNAP inh
O=C(O)CCC(=O)Nc1nnc(C(F)(F)F)s1,-12.4,3.5,4.4,7.2,7.4,-6.0,-4.4,5.8,-0.3
N#Cc1cn(CCOc2ccccc2F)c2ccccc12,-9.7,2.9,9.7,20.7,5.2,-8.3,-0.2,5.7,.
O=S(=O)(c1ccc(S(=O)(=O)N2CCCC3(CCCCC3)C2)cc1)N1CCCCC1,8.3,-1.8,7.9,-2.1,-3.4,-5.3,3.9,-0.2,5.9
COc1ccc2cc(CN(C(=O)Nc3ccccc3OC)C3CCCC3)c(=O)[nH]c2c1,3.1,2.1,12.5,-10.0,8.0,-2.0,6.3,2.8,16.2
CCn1c(CNc2ccc(C)cc2C)nnc1SCC(=O)N1CCCc2ccccc21,3.4,0.2,0.1,-10.9,-3.5,0.9,2.8,-1.7,9.1
CCCOC(=O)c1[nH]c2c(c1C)C(=O)CC(c1cc(OC)c(OC)c(OC)c1)C2 (stereo not given),3.5,6.0,6.8,-61.1,2.0,-2.2,4.2,3.4,10.0
O=C(C1CCC1)N1CCc2cc(S(=O)(=O)NCCN3CCN(c4ccccc4F)CC3)ccc21,16.2,4.2,13.7,-0.8,0.9,-2.3,4.7,-0.3,4.7
CC(=O)c1ccc(NC(=O)CSC(C)C)cc1,28.0,-4.8,-6.6,24.2,-12.1,-6.0,-1.4,-1.6,-6.5
COC(=O)c1[nH]c2cccc(Cl)c2c1NC(=O)CN(C)C1CCCCC1,2.7,2.4,-6.4,-10.7,15.5,-1.8,-1.2,3.8,7.2
COC(=O)C(NC(=O)c1ccccc1)=C(C)C,-2.9,4.9,2.6,3.5,3.3,-1.4,0.8,8.5,-4.4
Nc1nc(-c2ccccc2)nn1C(=O)Cc1ccccc1,-1.7,5.2,1.5,-4.1,10.4,1.4,-11.1,5.3,-5.3
COC(=O)C1C(=O)c2c([nH]c(C(=O)OCCSC)c2C)CC1C (stereo not given),5.5,-1.5,5.3,43.5,8.6,1.2,1.3,0.2,5.5
COCCOC(=O)C1=C(C)NC(SCC(=O)NC(C)(C)C)=C(C#N)C1c1ccco1 (stereo not given),.,.,-3.8,12.6,.,-8.0,3.2,-0.3,10.0
CN1C(=O)c2oc3ccccc3c(=O)c2C1c1ccccn1 (stereo not given),16.4,7.4,0.5,8.1,4.7,6.6,1.3,-3.6,5.9
O=C(Nc1ccccc1)C1CC=CCC1C(=O)OCC1CCCO1 (stereo not given),-0.9,5.7,0.2,-14.0,-7.9,0.1,6.9,-0.2,3.3
CC1(C)CC(=O)C(C(C2=C(O)CC(C)(C)CC2=O)c2cccnc2)C(=O)C1 (stereo not given),13.8,2.6,10.4,14.2,-5.1,-0.8,2.1,-0.4,4.4
COc1ccc(NC(=O)C2CC2)cc1-n1cnnn1,13.9,5.4,1.9,-24.8,-10.5,-12.9,-2.4,2.5,5.9
COc1cccc(C2/C(=C(/O)c3ccccc3)C(=O)C(=O)N2CCCC(=O)O)c1 (stereo not given),3.5,0.9,11.1,-6.0,6.7,-2.0,5.1,5.5,8.9
c1ccc2c(c1)CC1(CCCC1)n1nnnc1-2,10.5,-1.4,5.8,-34.4,4.5,-1.5,5.6,1.6,-2.9
CC(CCc1ccccc1)NC(=O)CN1CCN(Cc2ccccc2)C1=O (stereo not given),-0.7,4.0,-0.4,-1.4,12.0,.,.,7.0,6.8
O=C(NCCCN1CCOCC1)c1cc2cc(Cl)cc(Cl)c2oc1=O,-3.6,2.2,9.1,-0.3,-9.9,-3.0,6.4,2.4,10.4
CCOC(=O)CNC(=O)CSc1ncnc2c1cnn2-c1ccc(OC)cc1,-1.2,3.2,-3.3,-9.5,7.9,7.6,-2.8,-2.0,7.6
Cc1cc2c(N)cccc2nn1,8.0,7.6,-2.8,5.1,6.5,-10.4,-2.0,2.0,6.0
COc1cccc(/C=C/c2ccncc2)c1OC,6.1,5.6,-0.4,4.9,13.2,-0.5,9.2,4.5,4.2
CCC(c1nnnn1Cc1ccc(F)cc1)N1CCN(C2CCCCC2)CC1 (stereo not given),11.4,3.8,1.4,-15.2,-5.0,-2.1,2.6,4.3,1.0

# JNK3 blocker, what is marked active above
molecule | AP complement | CatB mix inh | PKA inh | CatS block | JNK3 blocker | ROCK2 blocker | CatB block | Ec RNAP inh
O=c1c2c(nc3n1CCCCC3)sc1c(O)cccc12 | 13.4 | 5.7 | -3.8 | -0.3 | 19.3* | -5.9 | 1.7 | 0.7

# One compound at a time, from the list above. Values in the order: AP complement, CatB mix inh, PKA inh, RORA act, CatS block, JNK3 blocker, ROCK2 blocker, CatB block, Ec RNAP inh
# COc1ccc(NC(=O)C2CC2)cc1-n1cnnn1 in the list: 13.9, 5.4, 1.9, -24.8, -10.5, -12.9, -2.4, 2.5, 5.9
# COc1cccc(C2/C(=C(/O)c3ccccc3)C(=O)C(=O)N2CCCC(=O)O)c1 (stereo not given) in the list: 3.5, 0.9, 11.1, -6.0, 6.7, -2.0, 5.1, 5.5, 8.9
# CCn1c(CNc2ccc(C)cc2C)nnc1SCC(=O)N1CCCc2ccccc21 in the list: 3.4, 0.2, 0.1, -10.9, -3.5, 0.9, 2.8, -1.7, 9.1
# O=C(NCCCN1CCOCC1)c1cc2cc(Cl)cc(Cl)c2oc1=O in the list: -3.6, 2.2, 9.1, -0.3, -9.9, -3.0, 6.4, 2.4, 10.4
# O=C(C1CCC1)N1CCc2cc(S(=O)(=O)NCCN3CCN(c4ccccc4F)CC3)ccc21 in the list: 16.2, 4.2, 13.7, -0.8, 0.9, -2.3, 4.7, -0.3, 4.7

# Next part.
SMILES,AP complement,CatB mix inh,PKA inh,RORA act,CatS block,JNK3 blocker,ROCK2 blocker,CatB block,Ec RNAP inh
CCC(C)N(C(=O)COC(=O)Cc1n[nH]c(=O)c2ccccc12)C1CCS(=O)(=O)C1 (stereo not given),13.4,5.3,3.6,-26.3,0.8,2.6,1.4,3.2,-7.6
Cc1occc1-c1nnc(SCC(=O)Nc2ccccc2)n1C(C)c1ccccc1 (stereo not given),5.8,3.5,9.0,-25.5,11.2,0.1,1.6,7.2,8.2
Clc1ccccc1OCCCCn1ccnc1,-1.7,-7.6,5.0,-5.7,8.3,-1.5,3.1,2.8,7.3
C=CCOC(=O)C1=C(C)Nc2nc3ccccc3n2C1c1ccncc1 (stereo not given),-8.8,2.8,4.0,11.8,6.7,-1.6,0.0,8.7,6.8
COc1c(F)c(F)c(C(=O)Nc2ccccc2N2CCN(C(=O)C(C)C)CC2)c(F)c1F,18.5,3.8,0.6,-4.4,-3.5,6.9,-1.2,1.5,5.6
CCOC(=O)C1CCN(Cc2ccc(C(=O)OC)cc2)CC1,-5.8,0.6,6.2,-10.6,6.2,4.5,6.3,.,6.0
COc1cccc(CNc2nc3ccccc3n2CCN2CCCCC2)c1OC,.,.,-2.2,-8.8,.,-3.7,-3.7,.,.
COc1ccc(CCn2nnnc2C(c2ccc(Cl)cc2)N2CCN(C)CC2)cc1OC (stereo not given),4.1,-8.0,6.9,2.0,-5.5,2.8,4.3,-3.1,7.0
Cc1cc(C)n2nc(C(=O)Nc3cccnc3)nc2n1,8.6,5.1,3.8,-1.9,-1.8,5.7,10.0,2.8,7.2
Cc1cc(C)c2oc(=O)cc(CN3CCOCC3)c2c1,10.0,5.6,15.4,8.1,-1.2,-7.3,2.7,-0.3,6.6
O=C1CCCN1CCCNc1ccc(S(=O)(=O)N2CCCCC2)cn1,2.5,14.7,-1.5,-14.2,-6.2,-3.9,-1.1,3.0,4.9

# Not all compounds are listed; rates above refer to the full screens.
